Assay outcomes (PubChem)
PrPC surface inh – inhibitors of human cell surface prion protein PrPC, primary screen, cell-based, TR-FRET | inhibition, % at 13.8 µM | Major prion protein (Homo sapiens), P04156 | TR-FRET read-out | actives 0.43% (n = 370,000); in the data active = inhibition above about 24%; also: 0% = median of the test wells and 100% = reference compound wells
FBA Mtb inh – Mtb FBA enzyme inhibitors, primary screen, biochemical, fluorescence, strain H37Rv | Fructose-bisphosphate aldolase (Mycobacterium tuberculosis (strain ATCC 25618 / H37Rv)), … | purified M. tuberculosis FBA, fluorescence read-out | inhibition, % at 1 µM | actives 2.3% (n = 360,000) | AID 588726, 2011; in the data active = inhibition above about 27%;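 also: 0% = vehicle and 100% = reference inhibitor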
Target sequence (P9WQA3 whole entry, looked up): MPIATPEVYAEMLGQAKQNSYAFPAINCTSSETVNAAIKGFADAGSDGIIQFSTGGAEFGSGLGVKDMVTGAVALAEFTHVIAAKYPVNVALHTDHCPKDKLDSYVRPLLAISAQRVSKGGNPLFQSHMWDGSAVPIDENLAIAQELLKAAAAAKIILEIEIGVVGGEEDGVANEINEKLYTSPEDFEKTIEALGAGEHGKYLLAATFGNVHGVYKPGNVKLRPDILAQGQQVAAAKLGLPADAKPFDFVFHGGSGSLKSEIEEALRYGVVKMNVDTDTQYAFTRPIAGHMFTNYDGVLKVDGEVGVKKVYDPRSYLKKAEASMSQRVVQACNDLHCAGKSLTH
FadD28 FP inh – inhibitors of FadD28 bisubstrate probe binding, primary screen, biochemical, fluorescence polarization, single point. Mycobacterium tuberculosis FadD28 fatty-acid-AMP ligase. inhibition, % at 12.5 µM. actives 0.22% (n = 360,000); in the data active = inhibition above about 8.5%, passing the limit was not always enough
GDH-TPI counter – GDH-TPI coupling enzyme inhibitors, primary screen, artefact control for M. tuberculosis FBA inhibitor project, biochemical, absorbance, full deck. actives 1.2% (n = 360,000). GDH-TPI coupled enzyme counterscreen, NADH absorbance. inhibition, % at 4.8 µM;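 also: 0% = DMSO wells and 100% = wells lacking the enzyme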
CCHFV vOTU inh – CCHFV vOTU protease inhibitors, primary screen, biochemical, Pep-AMC substrate, fluorescence | actives 0.55% (n = 370,000) | Crimean-Congo hemorrhagic fever virus L polyprotein viral ovarian tumor (vOTU) protease … | inhibition, % at 11.5 µM; also: 0% = vehicle wells with enzyme and 100% = no enzyme wells
BioA inh – M. tuberculosis BioA enzyme inhibitors, primary screen, biochemical, plate reader, single point, HTS | inhibition, % at 9.99 µM | AID 602481, 2012 | actives 0.096% (n = 360,000) | 7,8-diaminopelargonic acid synthase BioA (Mycobacterium tuberculosis) | purified M. tuberculosis BioA enzyme; in the data active = inhibition above about 40%
UGM FP inh – M. tuberculosis UGM enzyme inhibitors, primary screen, biochemical, fluorescence polarization, single point; UDP-galactopyranose mutase (Mycobacterium tuberculosis (strain ATCC 25618 / H37Rv)), …; purified UGM, fluorescence polarization probe displacement; inhibition, % at 10 µM; actives 0.06% (n = 320,000); in the data active = inhibition above about 10%, passing the limit was not always enough
Target sequence (P9WIQ1 whole entry, looked up): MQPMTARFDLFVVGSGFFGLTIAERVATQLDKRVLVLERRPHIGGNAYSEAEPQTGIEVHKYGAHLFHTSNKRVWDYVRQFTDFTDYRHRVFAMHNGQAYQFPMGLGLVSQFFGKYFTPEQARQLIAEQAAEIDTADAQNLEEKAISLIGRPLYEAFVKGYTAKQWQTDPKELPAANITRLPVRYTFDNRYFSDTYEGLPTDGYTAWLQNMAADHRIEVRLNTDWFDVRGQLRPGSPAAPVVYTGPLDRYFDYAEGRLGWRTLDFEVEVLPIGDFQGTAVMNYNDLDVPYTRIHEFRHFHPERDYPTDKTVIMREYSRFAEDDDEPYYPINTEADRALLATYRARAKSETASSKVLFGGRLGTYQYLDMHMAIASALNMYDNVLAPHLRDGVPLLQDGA
BoNT A protease – BoNT/A light chain protease inhibitors, primary screen, biochemical, flow cytometry, MLPCN library; Botulinum neurotoxin type A light chain protease (Clostridium botulinum A str. ATCC 3502); multiplex microsphere protease substrate cleavage; inhibition, % at 10 µM; actives 0.17% (n = 360,000); AID 588499, 2011; in the data active = inhibition above about 30%; also: plate controls were buffer without enzyme for full effect and enzyme alone for no effect
BoNT F protease – BoNT/F light chain protease inhibitors, primary screen, biochemical, flow cytometry, MLPCN library; actives 0.22% (n = 360,000); AID 588497, 2011; Multiplex microsphere protease cleavage assay; inhibition, % at 10 µM; Botulinum neurotoxin type F light chain protease (Clostridium botulinum); in the data active = inhibition above about 35%, passing the limit was not always enough; also: plate controls were buffer without enzyme for full effect and enzyme alone for no effect
An asterisk follows results filed as active; x = not tested or not shown. Rule as the data show it, unless noted: active = inhibition above about 30%; inactive = the rest. The order is random. About 4.8% of those tested had a hit in this group.

canonical_smiles	PrPC surface inh	FBA Mtb inh	FadD28 FP inh	GDH-TPI counter	CCHFV vOTU inh	BioA inh	UGM FP inh	BoNT A protease	BoNT F protease
Cc1ccc(-n2c(-c3nn(C)c(C)c3Cl)n[nH]c2=S)cc1	4.9	0.7	-2.1	-2.5	9.5	-1.5	-1.2	0.8	9.2
N#Cc1ccc(OCC(O)CN2CCN(c3ncc(C(F)(F)F)cc3Cl)CC2)cc1 (configuration not stated)	1.0	-0.2	-2.3	-0.4	0.5	-0.7	-0.6	0.5	3.2
CCOCCCNC(=S)NCCNc1nc2c(C)cccc2cc1C#N	x	57.5*	-2.3	12.8	x	-0.7	-3.1	11.1	-17.2
CCCCCCCCN1C(=O)[C@H](CC(=O)N2CCN(C(=O)OCC)CC2)C[C@@]2(C(=O)OC)CCCCC=C12	1.3	x	x	x	18.4	x	x	0.1	2.2
Cc1ccc(-c2nc3ccc(Br)cn3c2CC(C)(C)C)cc1	3.1	0.5	-4.3	-16.6	7.8	-0.3	x	0.2	5.8
COc1ccc(S(=O)(=O)N(C)C[C@@H]2Oc3c(NS(=O)(=O)c4cn(C)cn4)cccc3C(=O)N([C@@H](C)CO)C[C@@H]2C)cc1	3.6	3.5	-0.4	9.2	-11.8	1.2	-2.3	-0.7	-3.2
CCOC(=O)Cc1csc(NC(=O)NC2(C(F)(F)F)Oc3cc(Cl)c(Cl)cc3O2)n1	3.8	-0.7	-2.3	-2.9	1.2	0.5	4.4	0.1	-22.7
CC(=O)CCc1ccc(Oc2nc(-c3cccnc3)nc3ccccc23)cc1	-1.7	-0.6	0.5	1.9	2.9	x	2.3	-0.6	-3.1
Cc1ccccc1NC(=O)Cc1nc(COC(=O)c2cc([N+](=O)[O-])ccc2NCCO)cs1	-7.9	-2.9	-2.1	18.9	30.2*	0.8	-1.5	0.2	-3.4
CCOC(=O)C1=CN(Cc2cccc(-c3ccc(F)cc3)c2)S(=O)(=O)N(C)C1C (configuration not stated)	1.0	-1.8	-2.2	0.9	9.3	-2.0	x	-0.5	-10.4
Cc1cccc(C(=O)NC2=NCCS2)c1	-6.1	5.6	-1.0	7.4	9.4	x	1.6	-0.9	-4.5
O=C(c1nn(-c2ccccc2)c(=O)c2ccccc12)N1CCN(c2ccccn2)CC1	1.2	2.3	2.1	6.2	-2.2	1.9	1.3	-0.7	-5.7
c1ccc(-n2nnnc2SCCCSc2nc3ccccc3s2)cc1	-4.2	-1.4	-1.3	8.3	6.7	-1.2	1.6	0.0	-4.3
O=C(Nc1ccccc1)c1nc[nH]c1C(=O)NCCN(CCNC(=O)c1[nH]cnc1C(=O)Nc1ccccc1)CCNC(=O)c1[nH]cnc1C(=O)Nc1ccccc1	4.6	2.3	-5.8	13.2	13.7	-2.6	-1.2	-1.0	-1.2
COc1ccc(CCC(C)Nc2cccc(F)c2)cc1 (configuration not stated)	-3.6	-1.6	-3.6	-9.6	18.7	2.7	-0.8	-0.5	-12.5
COc1ccccc1N1CCN(C(=O)c2sc3nc(C)nc(N4CCN(c5ccccn5)CC4)c3c2C)CC1	8.2	0.2	-2.2	4.2	1.0	-1.2	2.7	0.5	1.6
O=C(Cn1nc(-c2ccc(Cl)cc2)ccc1=O)N1CCC2(CC1)OCCO2	-7.2	1.5	-0.2	-2.5	8.6	-0.3	2.6	-0.2	-1.6
NC(=O)CSc1nc2ccccc2c(=O)n1Cc1ccco1	-9.5	0.7	-1.1	3.7	-4.5	0.8	1.1	1.2	3.3
Cc1cccc(NC(=O)CN(C)C(=O)c2ccc(N3CCCCCC3)c([N+](=O)[O-])c2)c1C	2.1	-4.6	1.1	12.3	1.9	-0.9	-1.0	0.1	2.8
COc1ccc(CCN=Cc2c(C)[nH]n(-c3ccc([N+](=O)[O-])cc3)c2=O)cc1OC	5.9	-2.5	-2.4	-0.6	-17.5	x	1.7	1.0	1.1
C=Cc1ccc(CC2(C)C(=O)Nc3ccc(-c4cccnc4)cc32)cc1 (configuration not stated)	-4.4	-3.1	-2.3	11.5	27.4	-2.5	x	-0.2	-3.5
Cc1cc(Cn2nc(-c3ccccc3)cc2C(=O)NCc2cccc(C(F)(F)F)c2)on1	3.7	0.4	-1.9	6.7	-5.7	0.5	-0.3	0.0	-5.8
CCCC(C)n1[nH]c(=O)c2c1NC(=O)CSC2c1ccc(OC)cc1 (configuration not stated)	4.4	0.2	-1.0	5.0	14.1	-1.5	-3.0	-0.5	-10.4
CCCCC(=O)Nc1cc(OCC)c(NC(=S)NC)cc1OCC	6.8	-0.7	-3.3	1.2	9.6	-0.2	-1.4	0.3	-0.9
COc1ccc(Cl)cc1C(=O)n1nc(C)cc1C	0.6	-1.4	-0.5	3.8	-9.6	0.5	0.2	0.0	2.4
COc1ccc(NC(=O)c2ccc(NC3=NC4CS(=O)(=O)CC4S3)cc2)cc1 (configuration not stated)	-4.4	1.4	0.4	20.2	18.6	-2.2	-2.9	-0.7	-6.5
COc1ccc(Oc2coc3cc(OC(=O)/C=C/c4ccccc4)ccc3c2=O)cc1	-3.6	0.7	-3.0	-3.6	-10.9	-0.5	x	1.3	8.7
Cc1ccc2oc(C(=O)N3CCN(C)C[C@@H]3C(C)C)c(C)c2c1	-0.6	0.5	-2.4	0.8	2.7	-0.7	0.4	3.6	-20.2
Cc1ccc(Nc2nc(-c3cccnc3)cs2)cc1Cl	2.0	-3.7	-4.0	8.6	-4.8	10.9	-0.1	-2.7	4.2

An excerpt of these results, field by field.
compound: CCCCC(=O)Nc1cc(OCC)c(NC(=S)NC)cc1OCC
  PrPC surface inh = 6.8; FBA Mtb inh = -0.7; FadD28 FP inh = -3.3; GDH-TPI counter = 1.2; CCHFV vOTU inh = 9.6; BioA inh = -0.2; UGM FP inh = -1.4; BoNT A protease = 0.3; BoNT F protease = -0.9
compound: COc1ccc(Cl)cc1C(=O)n1nc(C)cc1C
  PrPC surface inh = 0.6; FBA Mtb inh = -1.4; FadD28 FP inh = -0.5; GDH-TPI counter = 3.8; CCHFV vOTU inh = -9.6; BioA inh = 0.5; UGM FP inh = 0.2; BoNT A protease = 0.0; BoNT F protease = 2.4
compound: COc1ccc(NC(=O)c2ccc(NC3=NC4CS(=O)(=O)CC4S3)cc2)cc1 (configuration not stated)
  PrPC surface inh = -4.4; FBA Mtb inh = 1.4; FadD28 FP inh = 0.4; GDH-TPI counter = 20.2; CCHFV vOTU inh = 18.6; BioA inh = -2.2; UGM FP inh = -2.9; BoNT A protease = -0.7; BoNT F protease = -6.5
compound: COc1ccc(Oc2coc3cc(OC(=O)/C=C/c4ccccc4)ccc3c2=O)cc1
  PrPC surface inh = -3.6; FBA Mtb inh = 0.7; FadD28 FP inh = -3.0; GDH-TPI counter = -3.6; CCHFV vOTU inh = -10.9; BioA inh = -0.5; UGM FP inh = x; BoNT A protease = 1.3; BoNT F protease = 8.7
